Cardio protect: cardioprotection against H2O2-induced cell death, primary screen, uHTS, H9c2 cells, ATPLite luminescence; actives 0.63% (n = 360,000); H9c2 cardiomyocytes, H2O2 injury protection, 2 h; AID 588492, 2011; protection from H2O2 cell death, % at 20 µM;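 active = compounds giving at least 50% protection of heart cells from peroxide-induced death in the single-dose screen, raw or plate-pattern-corrected value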;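 note: 0% = DMSO wells with peroxide and 100% = DMSO wells without peroxide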
MC4R antagonist: MC4R antagonists of cAMP signaling, primary screen, cell-based, TR-FRET, antagonist arm of biased-ligand search; actives 0.48% (n = 360,000); inhibition, % at 6.5 µM; Melanocortin receptor 4 (Homo sapiens), P32245; MC4R-expressing cells, MTII-stimulated cAMP, LANCE TR-FRET; AID 540295, 2011;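 active = inhibition above its plate's cutoff, the mean of tested wells on that plate plus 3 SD, cut at about 29% in these data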;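 note: 0% = Melanotan II alone and 100% = Melanotan II plus saturating MCL0020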
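System: U2OS cells stably expressing human melanocortin 4 receptor (MC4R). Reagent: Melanotan II challenge after compound preincubation. Doses: 6.5 µM. Times: 30-min compound, 1-h challenge, 1-h detection, room temperature. Measured by: TR-FRET with Eu-cAMP and labeled anti-cAMP, 671 nm. Replicates: singlicate.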
ABHD5 PLIN5 PPI: ABHD5-PLIN5 interaction inhibitors, primary screen, cell lysate, split luciferase complementation, luminescence | actives 0.78% (n = 360,000) | AID 602281, 2012 | inhibition, % at 4 µM | Split G. princeps luciferase complementation, 4 h | Perilipin-5 (Homo sapiens) + 1-acylglycerol-3-phosphate O-acyltransferase ABHD5 (Homo …;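 active = inhibition above the mean inhibition across every tested compound plus 3 SD, cut at about 22% in these data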;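 note: 0% = DMSO only wells and the 100% control is not disclosed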
Target sequence (Q00G26 whole entry, looked up): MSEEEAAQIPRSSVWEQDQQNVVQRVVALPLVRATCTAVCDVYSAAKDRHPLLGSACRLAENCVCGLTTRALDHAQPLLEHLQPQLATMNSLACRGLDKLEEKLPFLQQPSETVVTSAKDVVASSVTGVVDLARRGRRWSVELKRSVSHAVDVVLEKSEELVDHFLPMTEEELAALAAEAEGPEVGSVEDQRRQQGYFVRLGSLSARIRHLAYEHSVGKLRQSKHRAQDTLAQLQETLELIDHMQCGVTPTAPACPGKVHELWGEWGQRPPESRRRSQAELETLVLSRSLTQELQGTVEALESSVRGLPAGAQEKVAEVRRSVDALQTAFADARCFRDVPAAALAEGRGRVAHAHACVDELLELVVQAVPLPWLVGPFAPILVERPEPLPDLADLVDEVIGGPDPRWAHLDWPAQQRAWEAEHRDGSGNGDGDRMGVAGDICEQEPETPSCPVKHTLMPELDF
Target sequence (Q8WTS1 whole entry, looked up): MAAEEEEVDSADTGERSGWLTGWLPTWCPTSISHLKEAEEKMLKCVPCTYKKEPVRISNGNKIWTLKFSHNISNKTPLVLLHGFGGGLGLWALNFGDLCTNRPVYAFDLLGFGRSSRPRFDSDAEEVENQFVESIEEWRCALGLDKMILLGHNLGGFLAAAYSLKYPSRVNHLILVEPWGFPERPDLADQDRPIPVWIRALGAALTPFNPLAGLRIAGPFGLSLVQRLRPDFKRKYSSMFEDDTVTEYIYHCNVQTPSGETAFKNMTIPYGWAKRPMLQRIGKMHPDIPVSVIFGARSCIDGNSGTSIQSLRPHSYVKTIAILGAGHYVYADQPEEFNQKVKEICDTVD
Glyco luc inh: increase of ERlucT glycosylation luciferase signal, primary screen, N-linked glycosylation inhibitor project, D54 ERlucT cells, luminescence, set 2 | D54 ERlucT glycosylation luciferase reporter, 24 h; percent of 100 nM tunicamycin response | reporter increase, % at 12.5 µM | actives 0.23% (n = 360,000) | AID 588692, 2011;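 active = mean luciferase reporter signal, scaled so untreated is 0 and the glycosylation-blocking control 100, at or above a set limit in every replicate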;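 note: luciferase carries N-glycosylation sites so blocking glycosylation raises the light; 0% = median of neutral control wells and 100% = median of 100 nM tunicamycin wells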
m5-HT2A agonist: mouse Htr2a agonists via beta-arrestin recruitment, primary screen, cell-based, luminescence. 5-hydroxytryptamine receptor 2A (Mus musculus), P35363. CHO-K1 mHTR2A beta-arrestin complementation; percent of 30 µM serotonin response. activation, % at 7.6 µM. actives 0.66% (n = 360,000);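 active = activation above a run cutoff, the mean activation of all tested compounds plus 3 SD, cut at about 14% in these data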;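 note: 0% = plate median of compound wells and 100% = 30 µM serotonin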
CaV13 FRET inh: Primary screen for inhibitors of IQ motif and Ca2+-dependent inactivation inhibitor domain binding in CACNA1D, Förster resonance energy transfer in living cells, …. HEK cells, CFP/YFP FRET ICDI-IQ, plate reader, 10 min; percent FRET-ratio fall versus neutral wells. inhibition, % at 12.3 µM. actives 0.098% (n = 340,000);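 active = mean replicate inhibition of at least 30% and at least 1% of replicates passing that level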;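 note: 0% = median of the neutral control wells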
MC4R barr agon: MC4R agonists recruiting beta-arrestin, primary screen, cell-based, luminescence, agonist arm of biased-ligand search; Melanocortin receptor 4 (Homo sapiens), P32245; U2OS MC4R beta-arrestin complementation; percent of melanotan II response, DMSO zero; activation, % at 8.9 µM; actives 0.98% (n = 360,000);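 active = activation above a per-plate cutoff, the mean activation of sample wells on that plate plus 3 SD, cut at about 8% in these data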
PDI turbidity: inhibitors of human PDI, primary screen, biochemical, turbidity, single point, plate reader. PDI insulin aggregation turbidity, A650, 90 min. inhibition, % at 10 µM. actives 0.052% (n = 350,000);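 active = mean inhibition across replicates of 30% or more, whatever share of single replicates reach that level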;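 note: absorbance from insulin aggregation driven by PDI reduction with DTT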
ABCB6 inh 2: ABCB6 transporter inhibitors, primary screen, K562-ABCB6 cells, flow cytometry, MLPCN library; ATP-binding cassette sub-family B member 6 (Homo sapiens), Q9NP58; fluorescence ratio to DMSO, % at 10 µM; actives 0.19% (n = 360,000); K562-ABCB6 porphyrin accumulation, 1 h; stronger effect = lower value; AID 602162, 2011;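 active = fluorescence ratio to DMSO below 75%, the collection mean minus 3 SD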;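 note: signal is porphyrin accumulated inside mitochondria; 100% equals median channel fluorescence of DMSO control wells; lower ratio means ABCB6 inhibition with less porphyrin fluorescence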
Granule exo inh: LAMP-1 surface exposure blockers, TALL-104 cells – cell-based, flow cytometry, MLPCN library, primary screen. TALL-104 LAMP-1 surface exposure; cells stimulated with thapsigargin and PMA. inhibition, % at 10 µM. actives 0.66% (n = 360,000);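 active = inhibition above about 55%, limit read from the data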
Numbers without * were called inactive; · = not tested or not shown; & = joins results of further samples. An unsorted share of the library, and some 4.2% of all compounds hit somewhere here.

structure | Cardio protect | MC4R antagonist | ABHD5 PLIN5 PPI | Glyco luc inh | m5-HT2A agonist | CaV13 FRET inh | MC4R barr agon | PDI turbidity | ABCB6 inh 2 | Granule exo inh
COc1ccccc1N(CC(=O)Nc1cccnc1)S(C)(=O)=O | 9 | 10 | -4 | 1 | -3 | · | -2.0 | -1 | 98 | 0
CC1=CC(c2ccc(Cl)cc2)n2nc(NC(=O)CCC(=O)O)nc2N1 (centres undefined) | -3 | 8 | 2 | 0 | 4 | -5 | 0.1 | 2 | 94 | -2
O=C(CSc1nc2ccccc2c(=O)n1-c1ccccc1)NCc1ccc2c(c1)OCO2 | 14 | -2 | -5 | 0 | -1 | -5 | -0.2 | -6 | 90 | -2
Cc1ccccc1CS(=O)(=O)CCC(=O)O | 1 | -4 | -1 | 2 | -4 | 0 | -1.2 | 8 | 100 | 8
CCN(CC(=O)Nc1ccccc1C(F)(F)F)C(=O)c1cc(S(=O)(=O)N2CCCCCC2)ccc1OC | 3 | 4 | 1 | 2 | -5 | -4 | -3.0 | 13 | 93 | -2
NS(=O)(=O)c1ccc(NC(=O)COC(=O)CCc2c[nH]c3ccccc23)cc1 | -11 | 8 | -7 | 3 | -1 | -2 | -3.5 | 17 | 104 | 0
O=[N+]([O-])c1cccc2cn[nH]c12 | 20 | 0 | -1 | 1 | -2 | -5 | -1.7 | 9 | 99 | 1
O=C(CCSc1ccccc1)N1CCN(C(=O)c2ccco2)CC1 | 6 | 3 | -7 | -2 | -5 | -7 | 1.6 | 2 | 102 | 1
CC(NC(=O)c1ccccc1Cl)C(=O)NCc1cccs1 (centres undefined) | 2 | 2 | 2 | 1 | -7 | -6 | -2.6 | 3 | 100 | 5
O=Cc1c[nH]c2ncccc12 | 1 | 5 | 9 | 0 | 4 | -5 | -0.3 | -5 | 102 | -2
Cc1ccccc1/C=C1\CCCc2ccccc2C1=O | -12 | 2 | -7 | -8 | 2 | -4 | 0.6 | 10 | 103 | -2
CC(C(=O)NCC1CCCO1)N(C(=O)c1snc(C(N)=O)c1N)c1ccccc1 (centres undefined) | 6 | 7 | 5 | -1 | 2 | -4 | -2.5 | 9 | 99 | 1
Cc1ccc(S(=O)(=O)NC(=O)Nc2cc(C(C)(C)C)on2)cc1 | 0 | -1 | 5 | 0 | 5 | -5 | 0.5 | -3 | 95 | -4
Cc1cc(N2CCC(C(=O)NC3CCCCC3)CC2)nc(-c2ccccc2)n1 | -10 | 9 | 5 | 1 | -1 | 1 | -0.1 | -4 | 89 | 0
COc1ccc(C(=O)N2CCC(C(=O)NCc3ccccn3)CC2)cc1 | 3 | 0 | 3 | -1 | 3 | -5 | -1.1 | -8 | 110 | 4
O=Cc1ccc(OCC(=O)Nc2ccccc2C(F)(F)F)cc1 | -2 | 5 | 0 | 2 | 0 | -1 | 0.2 | -8 | 98 | 1
COC(=O)/C(C#N)=C1/C=Cc2ccccc2N1 | 3 | 20 | 1 | 4 | 1 | -3 | 0.6 | 30 | 99 | -5
CC(C)Cc1nc(SCC(=O)N2CCCCC2)c2c(=O)n(C)c(=O)n(C)c2n1 | 0 | 10 | -4 | -2 | 8 | -3 | 0.6 | -4 | 96 | 7
COc1ccc(N(C(=O)c2ccco2)C(C(=O)NC2CCCC2)c2cccs2)c(OC)c1 (centres undefined) | 3 | 27 | -10 | -2 | -1 | -3 | 0.1 | -5 | 99 | 34
CCc1ccc(NC(=O)c2cnn3c(C(F)F)cc(C)nc23)cc1 | -1 | -5 | -6 | 0 | 2 | -13 | -3.1 | -2 | 96 | -8
CCOc1ccc(N=Cc2ccc(N(C)C)cc2)c(O)c1 | -12 | -5 | -4 | 8 | 3 | · | -2.3 | 4 | 130 | -2
Cn1c(=O)n(C)c(=O)n(CC(=O)N2CCCCC2)c1=O | 2 | 5 | -2 | 2 | -3 | -4 | 1.1 | 0 | 99 | -1
CC(Nc1nc(-c2ccc(Cl)cc2)cs1)c1nc2cc(Cl)c(N3CCCCC3)cc2n1CCOCCO (centres undefined) | 7 | 19 | -11 | -3 | 6 | -11 | 0.6 | 2 | 103 | 8
CCN1CCCC1CN(Cc1cc2ccc(C)cc2[nH]c1=O)C(=S)Nc1ccc(F)cc1 (centres undefined) | -9 | 4 | 2 | -2 | -4 | -3 | -2.0 | 6 | 98 | 14
COc1ccc(N2CCN(C(=O)CCC(=O)N3CCOc4ccc(C)cc43)CC2)cc1 | 10 | 8 | 5 | -1 | -1 | 27 | -1.2 | · | 99 | 13
CCC(=O)c1ccc(OCC(=O)NC2(C#N)CCCCC2)cc1 | -4 | 24 | 2 | -1 | 7 | -7 | 1.1 | 10 | 97 | 3
CCN(C(=O)COc1cccc(-n2cnnn2)c1)C1CCS(=O)(=O)C1 (centres undefined) | 2 | 24 | -8 | 0 | -1 | -7 | -0.7 | 8 | 102 | 0
Cc1ccc2[nH]c(=O)c3cc(C(=O)NCCC(C)C)sc3c2c1 | 1 | -5 | -5 | 7 | 0 | -16 | 0.7 | -1 | 101 | 6
Cc1cc(=O)oc2cc(O[C@@H]3O[C@H](CO)[C@@H](O)[C@H](O)[C@H]3O)ccc12 | -3 | 0 | -8 | -1 | -2 | -3 | 0.0 | -10 | 98 | 1
CON(C)C(=O)c1ccccc1N(C)C(=O)OC(C)(C)C | 5 | 2 | 4 | 4 | 0 | -6 | -1.5 | -3 | 94 | -6
C=C1SC(Nc2c(C)cccc2C)=NC12CCCCC2 | -9 | 5 | -6 | -4 | 4 | -4 | 0.4 | 6 | 94 | -4
CCOC(=O)/C=C/S(=O)(=O)c1ccc(NC(C)=O)cc1 | -25 | 10 | 77* | -14 | -4 | -4 | -1.9 | -3 | 101 | 16
O=C(NCCCN1CCOCC1)c1cc(S(=O)(=O)N2CCCCC2)ccc1Cl | 7 | 0 | -4 | 1 | 9 | -13 | -1.5 | 14 | 97 | -3
CC[n+]1ccc(/C=C2\Sc3ccccc3N2CCCS(=O)(=O)[O-])c2ccccc21 | -4 | -10 | 2 | 1 | 1 | -6 | -0.5 | 0 | 107 | 2
CCc1cc(C(=O)N2CCN(C(=O)c3ccccc3)CC2)sc1C | -2 | 10 | -6 | -3 | -1 | -6 | -5.4 | 0 | 92 | 6
CSC1=NCCN1C(=O)Cc1ccc(F)cc1 | 5 | 0 | 9 | 0 | 4 | -2 | 1.4 | · | 101 | -3
CSCCCNC(=S)N(C)CC(=O)Nc1ccc(C)cc1 | -2 | 8 | 2 | 1 | 1 | -4 | 2.8 | -8 | 97 | 0
CCN(CC)CCNc1ncnc2c1sc1nc(N3CCOCC3)c3c(c12)CC(C)(C)SC3 | -12 | 8 | 7 | -13 | -8 | -5 | 0.3 | 1 | 100 | 47
CCOc1ccc(-n2cc(C(=O)N3CCCCCC3)c3cc(OC)c(OC)cc3c2=O)cc1 | 11 | 22 | 5 | 1 | 6 | -4 | 1.5 | -1 | 94 | 1
[O-]C(=C(C(=S)Nc1cccc2ccccc12)[n+]1cccc(CO)c1)c1ccc(Cl)s1 | 11 | 5 | -16 | 1 | 3 | -7 | -3.0 | 0 | 114 | 1
CCCCNC(=O)c1ccccc1Cl | -3 | 10 | -3 | 3 | 1 | -4 | -2.5 | -8 | 95 | 2
Cc1ccc(C(=O)Nc2cccc(C(F)(F)F)c2)cc1NC(=O)c1nccnc1N | -11&-12 | -18&6 | 2&-1 | -7&-6 | 4&3 | -8&-5 | 17* | 2&-3 | 96&100 | -1&9
Nc1nnc(/C=C/c2cccc([N+](=O)[O-])c2)s1 | -1 | -5 | -6 | 3 | 4 | -2 | -0.2 | 0 | 104 | -5
CN1CCN(NC(=O)c2cccc3ccccc23)CC1 | -2 | 10 | 2 | 2 | -1 | -5 | -2.5 | 4 | 99 | 1
Cc1ccc(N/N=C2\COC(C)(C)CC2=O)cc1 | -1 | -1 | 1 | -1 | 0 | -7 | -0.1 | -4 | 95 | 4
COc1ccc(N2C(=O)C(=O)/C(=C(/O)c3ccc(C)cc3)C2c2cccnc2)cc1 (centres undefined) | 1 | 10 | -1 | 1 | 8 | -2 | -0.3 | -6 | 129 | -3
CC(C)Cc1ccc(C2=CSC3=NCCN23)cc1 | -6 | 24 | 7 | 0 | 1 | -4 | 0.5 | -1 | 102 | -5
CCCNC(=O)C(Cc1ccc(C(F)(F)F)cc1)NC(=O)c1ccc2ccccc2n1 (centres undefined) | -10 | 0 | -1 | -2 | -5 | -3 | 4.0 | 12 | 99 | -19
C#CCOCCOCCOCCNc1nc(N2CCN(C(=O)[C@H](CCCCN)n3cc(CC(C)O)nn3)CC2)nc(N2CCN(C(=O)[C@H](Cc3ccc(O)cc3)n3cc(CCO)nn3)CC2)n1 (some centres undefined) | 4 | 2 | 1 | 2 | -2 | -4 | 0.7 | 14 | 99 | -2
CN(C)S(=O)(=O)c1ccc2c(c1)c(=O)c(C(=O)N1CCOCC1)cn2C | -14 | -3 | -2 | 0 | -2 | -2 | -1.1 | · | 101 | -4
COc1ccc(N(CC(=O)N/N=C/c2cccc(OC)c2OC)S(=O)(=O)c2ccccc2)cc1 | -6 | 15 | -1 | -1 | -8 | -5 | -1.4 | 3 | 98 | 55
CCCC(=O)N1CCC1(C)C(=O)Nc1ccccc1-c1ccccc1 (centres undefined) | -28 | -1 | 0 | 2 | 0 | -13 | -2.0 | 7 | 99 | -3
CCOC(=O)c1cn(CC)c2cc(N3CCSCC3)c(F)cc2c1=O | -3 | 18 | -1 | 1 | -2 | 0 | 1.6 | 14 | 97 | 0
Cc1ccc(Oc2nc3c(c(=O)n(C)c(=O)n3C)n2C)cc1C | 13 | -1 | 0 | -5 | 3 | 1 | 0.3 | 0 | 103 | -2

High-throughput results as filed in PubChem.
